Screening results (PubChem)
RGS4 pot – potentiators or activators of RGS4 | HEK293 M3R/inducible RGS4, carbachol calcium flux Fluo4; stronger effect = lower value | B-score at 10 µM | actives 0.92% (n = 310,000);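 active = B-score of the integrated calcium signal more than 4 SD below the library mean, with starting fluorescence not abnormally high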;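 note: negative B-score means reduced calcium response which marks RGS4 activation or potentiation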
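Material: Inducible-RGS4 HEK293 cells carrying M3 receptor; also added: carbachol at ECmax as muscarinic agonist stimulus; incubation: compound preincubation 20 min at room temperature before agonist; signal: Fluo4-AM (2 µM) calcium-flux fluorescence, kinetic read; measure: integrated calcium ratio converted to B score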
HDAC3 inhib – blocks human histone deacetylase 3. O15379. recombinant HDAC3, fluorogenic peptide/trypsin coupled, fluorescence. inhibition, % at 8.3 µM. actives 0.15% (n = 320,000); in the data active = inhibition above about 26%, passing the limit was not always enough; inconclusive = no clear call, values can overlap the other calls
Target sequence (O15379 whole entry, looked up): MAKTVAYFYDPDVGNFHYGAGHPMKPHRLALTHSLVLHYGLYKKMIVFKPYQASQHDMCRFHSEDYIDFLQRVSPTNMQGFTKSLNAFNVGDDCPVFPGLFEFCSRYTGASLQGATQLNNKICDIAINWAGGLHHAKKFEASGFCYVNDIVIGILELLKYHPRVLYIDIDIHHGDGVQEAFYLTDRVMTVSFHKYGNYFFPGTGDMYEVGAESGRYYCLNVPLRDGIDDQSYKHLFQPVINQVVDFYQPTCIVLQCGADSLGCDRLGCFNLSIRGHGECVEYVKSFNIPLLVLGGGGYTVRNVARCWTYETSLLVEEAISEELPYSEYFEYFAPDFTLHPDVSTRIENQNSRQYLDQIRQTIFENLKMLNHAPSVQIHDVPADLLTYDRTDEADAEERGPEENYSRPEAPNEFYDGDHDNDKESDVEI
SKKanGAS inh – blocks kanamycin growth of S. pyogenes SKKanGAS strain; inhibition, % at 7.5 µM; actives 1.3% (n = 300,000); BacTiter-Glo, 6 h;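 active = mean replicate score, as percent of positive control median, at least 50; inconclusive = mean below 50 but one replicate at or above 50; inactive = mean and every replicate below 50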;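 note: strain carries kanamycin resistance gene driven by streptokinase promoter and grows in 40 µg/ml kanamycin; loss of luminescence reflects streptokinase promoter inhibition or plain growth inhibition; 0% = median of DMSO wells and 100% = positive control at its reference dose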
TRPC6 inh – inhibitors of mouse TRPC6 channel; HEK293-TRPC6, membrane potential dye, ACh-evoked depolarization; stronger effect = lower value; Q61143; B-score at 10 µM; actives 1.1% (n = 310,000);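 active = B-score under library mean minus 3 SD, initial fluorescence not abnormally high, positive integrated signal ratio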;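 note: B-score derived from integrated fluorescence ratio over the kinetic read; more negative B-score means stronger inhibition of depolarization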
MrgX1 ag – human MrgX1 receptor agonism, primary screen; MrgX1-HEK293 cells, Fluo-4 calcium fluorescence, agonist mode; stronger effect = higher value; B-score at 10 µM; actives 0.44% (n = 310,000);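 active = calcium response B-score plate-corrected fluorescence ratio at least 3 library SD, with starting fluorescence B-score inside 5 SD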
Target sequence (Q96LB2 whole entry, looked up): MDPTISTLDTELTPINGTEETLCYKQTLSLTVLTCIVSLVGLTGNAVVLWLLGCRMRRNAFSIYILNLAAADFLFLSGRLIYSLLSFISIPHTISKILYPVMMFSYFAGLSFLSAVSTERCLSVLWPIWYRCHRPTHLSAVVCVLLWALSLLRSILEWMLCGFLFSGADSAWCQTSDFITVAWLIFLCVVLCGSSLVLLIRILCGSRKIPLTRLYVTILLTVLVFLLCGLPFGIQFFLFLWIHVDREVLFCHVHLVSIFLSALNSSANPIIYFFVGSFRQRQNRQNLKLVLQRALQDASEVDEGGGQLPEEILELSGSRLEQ
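Material: MrgX1-expressing HEK293 cells; input: 15,000 cells per well; doses: test compound given as first of three sequential additions; schedule: overnight plating before 1 h dye loading; technique: Fluo-4 NW calcium-flux fluorescence, kinetic read; evaluation: baseline-normalised fluorescence change ratio, B-scored; control set: plate-wise positive and negative controls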
MrgX1 PAM – allosterically activates human MrgX1 receptor signaling. Q96LB2. B-score at 10 µM. actives 0.63% (n = 310,000). MrgX1-HEK293, Fluo-4 calcium flux, FDSS; stronger effect = higher value;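 active = plate-corrected calcium response at least 3 library SD above typical, normal starting fluorescence, not activating the receptor alone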;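 note: compound read alongside a low EC10 to EC30 dose of BAM8-22 agonist; peak minus trough fluorescence over baseline measured at the second addition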
TMEM16A inh – mouse TMEM16A channel inhibition, primary screen | actives 1.2% (n = 310,000) | Q8BHY3 | HEK293 TMEM16A/YFP iodide influx fluorescence, ionomycin | normalized B-score (activity score, 25-100; higher = stronger inhibition) at 10 µM | AID 588511;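 active = ratio plate-corrected score three or more library SD toward inhibition, starting fluorescence score within five deviations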;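 note: score derived from kinetic fluorescence span divided by baseline fluorescence per well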
TMEM16A act – activators or potentiators of mouse TMEM16A chloride channel; HEK293 TMEM16A/YFP-H148Q/I152L, iodide quench fluorescence; stronger effect = lower value; B-score at 10 µM; actives 0.3% (n = 340,000);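 active = fluorescence-ratio B-score plate-corrected deviation score at least 3 library SD below zero, with starting fluorescence score within 5 deviations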;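 note: channel opened by trigger with iodide after compound preincubation; score built on the fluorescence ratio of max minus min over baseline; more negative score means more quench and so TMEM16A activation or potentiation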
TRPC6 act – activates the mouse TRPC6 cation channel; B-score at 10 µM; actives 0.13% (n = 310,000); HEK293-TRPC6 membrane potential dye fluorescence; stronger effect = higher value;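 active = B-score of the integrated fluorescence ratio above library mean plus 3 SD, and starting fluorescence ratio within library mean plus 5 SD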;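 note: higher score means more depolarization so channel activation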
RGS4 block – human RGS4 inhibition | HEK293 M3R/RGS4 inducible, Fluo-4 calcium flux; stronger effect = higher value; triggered by carbachol at its EC20 | AID 463165 | B-score at 10 µM | actives 0.45% (n = 310,000);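 active = B-score, a plate-corrected calcium signal, over three deviations above library mean, with baseline fluorescence within five deviations of library mean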;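 note: RGS4 expression induced by doxycycline in cells with stable M3 receptor; B-score is computed from the integrated fluorescence ratio over baseline after carbachol; higher B-score means a larger calcium signal and so more RGS4 inhibition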
Target sequence (P49798 whole entry, looked up): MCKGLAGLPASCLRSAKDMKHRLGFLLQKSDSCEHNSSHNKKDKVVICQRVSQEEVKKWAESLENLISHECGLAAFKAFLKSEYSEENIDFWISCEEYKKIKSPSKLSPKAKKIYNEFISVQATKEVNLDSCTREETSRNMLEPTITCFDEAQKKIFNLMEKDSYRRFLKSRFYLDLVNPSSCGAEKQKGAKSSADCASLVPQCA
MrgX1 antag – blocks BAM8-22 activation of human MrgX1 receptor. Q96LB2. MRGX1-HEK293 calcium flux, Fluo-4, BAM8-22 antagonism; stronger effect = lower value. B-score at 10 µM. actives 1.3% (n = 310,000);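 active = calcium-response B-score plate-corrected more than 3 library SD below zero, starting fluorescence within 5 deviations, no agonist response on first addition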;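 note: peak minus trough fluorescence over baseline after final BAM8-22 challenge near maximal dose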
The depositor's hits bear a star; i = inactive; ? = inconclusive; . = no result given; & = joins results of further samples.

Every second line gives: RGS4 pot	HDAC3 inhib	SKKanGAS inh	TRPC6 inh	MrgX1 ag	MrgX1 PAM	TMEM16A inh	TMEM16A act	TRPC6 act	RGS4 block	MrgX1 antag
CCOc1ccc(N(C(=O)c2snc(C(N)=O)c2N)C(C(=O)NC2CCCC2)c2ccncc2)cc1 (stereo not drawn)
→ i	-1	-4	i	i	i	i	i	i	i	i
Cc1nnsc1C(=O)Nc1cccc(Cl)c1C
→ i	3	-9	i	i	i	i	i	i	i	i
Cc1cccc(N2CCN(S(=O)(=O)c3ccc4c(c3)CCCN4C(=O)C3CCC3)CC2)c1C
→ i	?	2	i	i	i	i	i	i	i	i
NC(=S)N/N=C1\CC(c2ccc3c(c2)OCCO3)Oc2ccc(F)cc21 (stereo not drawn)
→ i	7	-12	i	i	i	i	i	i	i	i
COc1ccc(C(=O)CCC(=O)N2CCN(c3ccc(N4CCOCC4)nn3)CC2)cc1
→ i	3	2	i	i	i	i	i	i	i	i
COc1ccc(C2=Nc3nc(-c4ccccc4)cn3C(c3ccc(OC)cc3)C2)cc1 (stereo not drawn)
→ i	.	12	i	.	.	.	i	i	i	.
Clc1ccc(-n2cnnn2)cc1
→ i	2	9	i	i	i	i	i	i	i	i
Cc1nnc(NCc2cccc(Cl)c2)c2ccccc12
→ i	0	-1	i	i	i	i	i	i	i	i
Cn1c(-c2ccc(Br)cc2)cnc1NCc1ccc(C#N)cc1
→ i	2	1	i	i	i	i	i	i	i	i
Cc1ccc(C)c(NC(=O)c2cc([N+](=O)[O-])cc([N+](=O)[O-])c2)c1
→ i	0	-3	i	i	i	i	i	i	i	i
O=C(CN1C(=O)NC2(CCCCCC2)C1=O)N1CCC(Cc2ccccc2)CC1
→ i	-5	0	i	i	i	i	i	i	i	i
O=C(COc1ncnc2c(Cl)cc(Cl)cc12)N1CCCCC1
→ i	-5	7	i	i	i	i	i	i	i	i
CN1CCN(C(=O)c2cnn3c2NC(c2ccccc2)CC3C(F)(F)F)CC1 (stereo not drawn)
→ i	1	-12	i	i	i	i	i	i	i	i
COc1ccc(NC2CCCN(C(=O)CCc3ccncc3)C2)cc1OC (stereo not drawn)
→ i	4	-10	i	i	i	i	i	i	i	i
COC(=O)CSc1nc(N2CCCCC2)c2c(c1C#N)CCCC2
→ i	10	25	i	i	i	i	i	i	i	i
CC(C)(C)C(=O)NC1CC2CCCC(C1)N2C(=O)Nc1ccc(Cl)cc1 (stereo not drawn)
→ i	-10	1	i	i	i	i	i	i	i	i
CCn1c(=N)c(S(=O)(=O)c2ccc(F)cc2)cc2c(=O)n3ccccc3nc21
→ i	-196	1	i	i	i	i	i	i	i	i
COc1cccc(CN(C)C(=O)CNC(=O)c2sc3ccccc3c2Cl)c1OC
→ i	?	11	i	i	i	25*	i	i	i	i
COCC(=O)N1CCCC(C(=O)c2ccc3c4c(cccc24)CC3)C1 (stereo not drawn)
→ i	-13	-6	i	i	i	i	i	i	i	i
CC(C)[C@H](NC(=O)c1ccco1)C(=O)OCC(=O)Nc1ccc(Cl)c(S(=O)(=O)N(C)C)c1
→ i	7	-2	i	i	i	i	i	i	i	i
O=C1NC(=Nc2ccccc2Cl)SC1(CO)CO
→ i	-6	-6	i	i	i	i	i	i	i	i
CC1=NNC(=O)C1CC(=O)N/N=C/C(Br)=C/c1ccccc1 (stereo not drawn)
→ i	7	-3	i	i	i	i	i	i	i	i
COc1ccccc1-c1cc(C(F)(F)F)nc(S(=O)(=O)CCCC(=O)Nc2cc(C)on2)n1
→ i	-34	-2	i	i	i	i	i	i	i	i
CCc1nnc(SCC(=O)Nc2ccccc2)nc1CC
→ i	4	5	i	i	i	i	i	i	i	i
COc1ccc(C(=O)NCc2ccc3c(c2)cc(C)n3C)cc1
→ i	0	3	i	i	i	i	i	i	i	i
O=C(O)C1CC(=O)N(Cc2cccnc2)C1 (stereo not drawn)
→ i	6	-10	i	i	i	i	i	i	i	i
O=C(CSCc1c(Cl)cccc1Cl)Nc1ccc2c(c1)OCO2
→ -7.5*	2	2	i	i	i	i	i	i	i	i
CCOC(=O)c1c(N2C(=O)C3C4C=CC(O4)C3C2=O)sc2c1CCCC2 (stereo not drawn)
→ i	9	6	i	i	i	i	i	i	i	i
C=CCn1c(N)cc(=O)nc1SCC(=O)N(c1ccccc1)c1ccccc1
→ i	-3	9	i	i	i	i	i	i	i	i
CC(=O)Nc1sc2c(c1C(N)=O)CCCC2
→ i	-2	-6	i	i	i	i	i	i	i	i
CC(C)CCNC(=O)c1ccc2nc[nH]c2c1
→ i	3	2	i	i	i	i	i	i	i	i
COc1ccc(S(=O)(=O)N2CC(O)CC2C(=O)OCc2nc3sc(C)c(C)c3c(=O)[nH]2)cc1 (stereo not drawn)
→ i	7	9	i	i	i	i	i	i	i	i
Cc1sc2nc(C)n(/N=C/N(C)C)c(=O)c2c1C
→ i	4	1	i	i	i	i	i	i	i	i
CC12CCC(C(=O)NCc3ccc(Cl)cc3)(OC1=O)C2(C)C (stereo not drawn)
→ i	-6	-14	i	i	i	i	i	i	i	i
c1ccc2c(c1)OCC(c1nnc3n1-c1ccccc1SC3)O2 (stereo not drawn)
→ i	2	6	i	i	i	i	i	i	i	i
Cc1ccc(CSc2nnc(C)c(=O)n2N)cc1
→ i	-3	-6	i	i	i	i	i	i	i	i
O=C(Nc1ccc(O)c(-c2nc3ccccc3o2)c1)C1(c2ccc(Br)cc2)CCCC1
→ i	-6	7	i	i	i	i	i	i	i	i
O=[N+]([O-])c1cc(/C=N/OCc2c(Cl)cccc2Cl)ccc1N1CCOCC1
→ i	12	10	i	i	i	i	i	i	i	i
COc1ccc(CC(=O)Nc2ccc(NC(=O)c3ccccc3F)cc2)cc1
→ i	-2	3	i	i	i	i	i	i	i	i
Cc1nc(CCNC(=O)COc2ccccc2)cs1
→ i	.	-5	i	i	i	i	i	i	i	i
Cc1cc(C(=O)O)c(CSc2ncn[nH]2)o1
→ i	-6	-1	i	i	i	i	i	i	i	i
CSc1ccccc1NC(=O)CN(c1cccc(C)c1)S(C)(=O)=O
→ i	1	2	i	i	i	i	i	i	i	i
COc1ccc(-c2nsc(SCC(=O)NCC3CCCO3)n2)cc1 (stereo not drawn)
→ i	-3	0	i	i	i	i	i	i	i	i
CSc1ccc(C2CC(=O)Nc3c2c(=O)n(C)c(=O)n3C)cc1 (stereo not drawn)
→ i	2	6	i	i	i	i	i	i	i	i
Cc1ncsc1CCC(=O)N1CCCC(C(=O)c2cccc(Cl)c2)C1 (stereo not drawn)
→ i	-6	-2	i	i	i	i	i	i	i	i
O=C(Nc1ccccc1N1CCOCC1)c1ccc2c(c1)OCCO2
→ i	.	6	i	i	i	i	i	i	i	i
CN(c1ccc(OCC(=O)OCc2nnc(-c3ccccc3)o2)cc1)S(=O)(=O)c1ccc(Cl)cc1
→ i	?	-14	i	i	i	i	i	i	i	i
Cc1nc2n(n1)CC(O)CS2 (stereo not drawn)
→ i	-2	-6	i	i	i	i	i	i	i	i
CCN(CC)C(=O)CSc1nc2cc(S(=O)(=O)N3CCOCC3)ccc2n1CC
→ i	5	-4	i	i	i	i	i	i	i	i
C/C(=N\NC(=O)CCc1ccccc1)c1ccc(Br)cc1
→ i	4	4	i	i	i	i	i	i	i	i
Cc1cccc(C)c1NC(=O)C(=O)NCCOc1ccc(Cl)cc1
→ i	6	-5	i	i	i	i	i	i	i	i
COc1ccc(N2CCn3c2nc2c3c(=O)n(CCCc3ccccc3)c(=O)n2C)c(OC)c1
→ i	1	7	i	i	i	100*	i	i	i	i
CCOC(=O)c1c(NS(C)(=O)=O)sc2c1CCC(C)C2 (stereo not drawn)
→ i	6	5	i	i	i	i	i	i	i	i
Nc1c2c(nc3c1CCC3)CCCC2
→ i	-7	-1	i	i	i	i	.	i	i	i
O=C(O)c1ccc(C2(c3ccc(C(=O)O)cc3)OC(=O)c3ccccc32)cc1
→ i	6	-4	i	i	i	i	i	i	i	i
Cc1ccc(-n2ncc3c(=O)n(CC(=O)N(C(C)C)C(C)C)cnc32)cc1
→ i	0	-4	i	i	i	i	i	i	i	i
CCOC(=O)CC1C(=O)NCCN1C(=O)NC1CCCCC1 (stereo not drawn)
→ i	1	-11	i	i	i	i	i	i	i	i
Cc1ccc(S(=O)(=O)N2CCCOC2CNC(=O)C(=O)NCc2ccccn2)cc1 (stereo not drawn)
→ i	-2	-2	i	i	i	i	i	i	i	i
Cc1nn(C)c(Cl)c1NC(=O)OCc1ccccc1
→ i	-4	-2	i	i	i	i	i	i	i	i
Cc1ccc(C)c(N2CCN(c3ccc([N+](=O)[O-])cn3)CC2)c1
→ i	-7	-2	i	i	i	i	i	i	i	i

The results go on:
Every second line gives: RGS4 pot	HDAC3 inhib	SKKanGAS inh	TRPC6 inh	MrgX1 ag	MrgX1 PAM	TMEM16A inh	TMEM16A act	TRPC6 act	RGS4 block	MrgX1 antag
Fc1ccc([C@@H]2CCNC[C@H]2COc2ccc3c(c2)OCO3)cc1
→ -7.1*	6&3	4&3	-5.3*	i	i	i	i	i	i	i
CC(=O)Nc1ccc(C(=O)NNC(=O)C2CC2)cc1
→ i	-2	4	i	i	i	i	i	i	i	i
Nc1ccc(-n2nnnc2-c2ccco2)cc1
→ i	10	3	i	i	i	i	i	i	i	i
CCOC(=O)c1[nH]c2ccc(OC)cc2c1NC(=S)N1CCN(C(=O)OCC)CC1
→ i	.	-9	i	i	i	i	i	i	i	i
COc1ccc(C2c3c(ncn(CCCO)c3=N)Oc3ccc4ccccc4c32)cc1OC (stereo not drawn)
→ i	-2	2	i	i	i	i	i	i	i	i
CC(C)[C@H]1COCCS(=O)(=O)N1Cc1ccc(Cl)cc1
→ i	1	-1	i	i	i	i	i	i	i	i
O=C(CN1CCN(c2nc(-c3ccc(Cl)cc3)cs2)CC1)NCc1ccco1
→ i	.	4	i	i	i	25*	.	i	i	i
COc1ccc(Cl)cc1N(C(=O)c1ccco1)C(C(=O)NC1CCCC1)c1ccncc1 (stereo not drawn)
→ i	-5	3	i	i	i	i	i	i	i	i
O=C(C1=C[C@@H](C2CCCCC2)C[C@@H](OCc2ccc(CO)cc2)O1)N1CCN(Cc2ccccc2)CC1
→ i	11	18	i	i	i	i	i	i	i	i
